GSTO1 counter – GSTO1 inhibition, counter-screen for RBBP9 inhibitors; recombinant GSTO1, activity-based probe fluorescence polarization; hit rate 1.1% among 300,000; inhibition, % at 5.96 µM; AID 1974; P78417;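 active means inhibition above the campaign mean inhibition plus 3 SD, cut at about 35% in these data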;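 further: 0% = GSTO1-1 with DMSO and 100% = wells lacking GSTO1-1 enzyme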
PAFAH1B2 inh – blocks human PAF acetylhydrolase 1b catalytic subunit 2; P68402; recombinant PAFAH1B2, FP-rhodamine activity probe, fluorescence polarization; inhibition, % at 3.39 µM; hit rate 1.2% among 340,000; AID 492953;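 active means inhibition above the mean of all tested compounds plus 3 SD, cut at about 24% in these data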;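 further: 0% = enzyme with DMSO and 100% = wells lacking PAFAH1B2; many of its hits are not listed in these tables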
Target sequence (P68402 whole entry, looked up): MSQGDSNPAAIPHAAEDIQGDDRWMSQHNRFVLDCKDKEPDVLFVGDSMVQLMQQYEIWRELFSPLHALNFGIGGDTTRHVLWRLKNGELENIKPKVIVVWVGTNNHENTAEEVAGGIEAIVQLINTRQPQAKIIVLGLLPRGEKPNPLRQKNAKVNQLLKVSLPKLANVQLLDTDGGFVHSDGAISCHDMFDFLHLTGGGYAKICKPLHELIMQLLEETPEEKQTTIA
pPAFAH FP inh – inhibitors of human plasma PAF acetylhydrolase (pPAFAH); Q13093; recombinant pPAFAH, FP-rhodamine probe fluorescence polarization; inhibition, % at 3.39 µM; hit rate 1.5% among 330,000;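 active means inhibition above the mean inhibition across the screen plus 3 SD, cut at about 25% in these data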;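 further: inhibitors block binding of the rhodamine activity-based probe so polarization drops; 0% = enzyme with DMSO and 100% = wells lacking pPAFAH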
Target sequence (Q13093 whole entry, looked up): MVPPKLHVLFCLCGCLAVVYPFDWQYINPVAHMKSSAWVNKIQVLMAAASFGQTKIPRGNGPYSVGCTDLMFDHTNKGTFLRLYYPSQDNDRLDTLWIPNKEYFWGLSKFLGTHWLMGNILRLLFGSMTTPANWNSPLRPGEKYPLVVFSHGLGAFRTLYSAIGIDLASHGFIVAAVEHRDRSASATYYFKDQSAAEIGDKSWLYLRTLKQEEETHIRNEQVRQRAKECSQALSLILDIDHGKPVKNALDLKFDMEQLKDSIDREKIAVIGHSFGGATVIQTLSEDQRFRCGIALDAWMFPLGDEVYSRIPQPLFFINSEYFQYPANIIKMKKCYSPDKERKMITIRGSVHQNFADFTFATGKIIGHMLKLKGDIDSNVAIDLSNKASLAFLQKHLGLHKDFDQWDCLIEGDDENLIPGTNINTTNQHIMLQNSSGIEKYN
PAFAH1B3 inh – blocks human PAF acetylhydrolase 1B catalytic subunit 3; Q15102; inhibition, % at 3.39 µM; recombinant PAFAH1B3, FP-rhodamine probe, fluorescence polarization; AID 492972; hit rate 0.28% among 340,000;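 active means inhibition above the screen-wide average of all tested compounds plus 3 SD, cut at about 25% in these data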;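 further: 0% = enzyme with DMSO only and 100% = wells lacking PAFAH1B3 protein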
LYPLA1 counter – LYPLA1 (human) inhibition in PME1 counter-screen; O75608; recombinant LYPLA1, FP-Rh probe fluorescence polarization; inhibition, % at 5.9 µM; hit rate 0.16% among 320,000; AID 2174;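 active means inhibition above the mean of all tested compounds plus 3 SD, set per campaign, cut at about 14% in these data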;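 further: inhibitors block serine hydrolase probe labeling of LYPLA1 so polarization falls; 0% = enzyme with DMSO and 100% = wells lacking LYPLA1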
PAD4 FP inh – inhibitors of human PAD4; Q9UM07; recombinant PAD4, RCA probe fluorescence polarization; hit rate 0.41% among 330,000; AID 485272; inhibition, % at 6.36 µM;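 active means percent inhibition above a cutoff equal to the mean of all tested compounds plus 3 SD, cut at about 15% in these data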;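 further: 0% = PAD4 with RCA probe and DMSO and 100% = probe without PAD4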
PME-1 inh – blocks human protein phosphatase methylesterase 1; Q9Y570; recombinant PME-1, FP-Rh probe fluorescence polarization; inhibition, % at 5.9 µM; hit rate 0.53% among 320,000;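 active means inhibition above the campaign mean of all compounds plus 3 SD, cut at about 26% in these data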;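 further: competitive labeling of PME-1 active site by serine hydrolase directed probe; 0% = PME-1 with DMSO and 100% = wells lacking PME-1 enzyme; inhibitors block probe labeling so polarization falls and inhibition rises; many of its hits are not listed in these tables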
Target sequence (Q9Y570 whole entry, looked up): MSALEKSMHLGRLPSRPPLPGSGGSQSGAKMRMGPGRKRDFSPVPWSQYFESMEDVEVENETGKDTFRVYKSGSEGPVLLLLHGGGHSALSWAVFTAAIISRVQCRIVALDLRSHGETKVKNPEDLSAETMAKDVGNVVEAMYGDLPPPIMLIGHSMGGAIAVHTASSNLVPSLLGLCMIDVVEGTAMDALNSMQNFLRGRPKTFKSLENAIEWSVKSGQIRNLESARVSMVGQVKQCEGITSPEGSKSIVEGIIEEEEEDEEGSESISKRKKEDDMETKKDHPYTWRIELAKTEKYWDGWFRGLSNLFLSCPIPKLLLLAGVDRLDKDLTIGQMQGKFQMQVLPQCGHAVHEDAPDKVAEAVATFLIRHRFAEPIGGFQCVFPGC
Fam108B inh – counter-screen for RBBP9 inhibitors: inhibitors of mouse Fam108B; recombinant Fam108B, FP-Rh probe fluorescence polarization; AID 1947; inhibition, % at 9.51 µM; hit rate 0.33% among 300,000;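 active means inhibition above the screen mean inhibition plus 3 SD, computed separately per campaign, cut at about 18% in these data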;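 further: inhibitors lower polarization as less probe binds the enzyme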
PAFAH2 inh – PAFAH2 (human) inhibition | Q99487 | inhibition, % at 3.39 µM | AID 492956 | hit rate 0.99% among 340,000 | recombinant PAFAH2, FP-rhodamine activity probe, fluorescence polarization;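 active means inhibition above the mean over all tested compounds plus 3 SD, cut at about 30% in these data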;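 further: inhibitors block probe labeling of enzyme so polarization drops; 0% = enzyme with DMSO and 100% = wells lacking PAFAH2 protein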
Starred values were filed as active, the others as inactive; . = no result given; & = joins results of further samples.

SMILES	GSTO1 counter	PAFAH1B2 inh	pPAFAH FP inh	PAFAH1B3 inh	LYPLA1 counter	PAD4 FP inh	PME-1 inh	Fam108B inh	PAFAH2 inh
COc1ccc(NC(=O)CCNC(=O)c2ccco2)cc1Cl	0	0	3	3	0	1	-1	1	0
CN(C(=O)CC1C(=O)NCCN1Cc1ccc2ccccc2c1)C1CCOCC1 (centres undefined)	4	1	3	3	1	-6	2	2	-2
CCc1ccc(CN(C)CC(=O)Nc2ccc(S(=O)(=O)N3CCOCC3)cc2)cc1	.	9	0	13	5	1	-1	.	3
COc1ccc(CNC(=O)CN(C(=O)c2csnn2)c2ccc(C(C)=O)cc2)cc1	13	3	4	6	0	-6	-2	0	-4
Cc1[nH]n(S(=O)(=O)c2ccccc2)c(=O)c1N=Nc1cccc(Cl)c1	-1	3	9	1	0	-2	0	0	24
Cc1sc2ncnc(SCc3ccco3)c2c1C	-2	-1	4	5	2	-3	2	-5	-3
CCc1ccccc1NS(=O)(=O)c1ccc2[nH]cc(C(=O)NC3CCCC3)c(=O)c2c1	-28	-9	14	3	-16	-1	-10	1	8
CCOc1ccc(N(CC(=O)NCc2ccc(OC)cc2)S(=O)(=O)c2c(C)noc2C)cc1	-1	-1	-3	8	4	1	-13	4	2
COc1ccc(CNc2nc(NC(C)=O)nn2-c2ccccc2)cc1	0	-2	7	4	1	-1	-4	1	-7
NC(=O)CC(NC(=O)Cc1cccc2ccccc12)c1ccc(NC2CCN(Cc3ccccc3)CC2)c([N+](=O)[O-])c1 (centres undefined)	-1	-2	-2	-4	-6	5	-12	-5	-6
CC(C)(C)[C@H]1COC(=O)[C@@H](Cc2ccc(F)cc2)CC/C=C/C[C@@H](CC(=O)N[C@H](CO)Cc2ccccc2)C(=O)N1	.	31*	7	4	.	1	.	.	4
Cn1c(=O)c2c(nc(N/N=C/c3ccco3)n2C)n(C)c1=O	16	1	-6	6	1	-2	-3	1	11
COc1ccc(N2CCN(C(=O)COc3cccc4ccccc34)CC2)cc1	0	-8	0	-3	7	1	-7	-1	-1
CCN(CC)C(=O)CSc1nc2ccccc2c(=O)n1CCC(=O)N1CCN(c2ccccc2)CC1	7	1	2	-1	-3	-2	-1	1	7
COc1cccc(N2CCN(C(=O)CN3C(=O)NC(C)(c4ccc5ccccc5c4)C3=O)CC2)c1 (centres undefined)	-8	-2	2	-3	0	0	-4	0	-2
COc1cc(/C=C2\C(=O)N(CCC#N)N=C2C)ccc1OCC(=O)Nc1ccccc1	47*	1	-1	11	-1	51*	0	-5	-3
CCCSC1=C(C#N)C(c2ccccc2C)C(C(=O)OC)C(=O)N1 (centres undefined)	1	2	1	0	0	1	-2	4	1
CN(C)c1ccc(/C=N/NC(=O)c2cc(=O)[nH]c3ccccc23)cc1	6	-1	2	9	4	3	6	4	-5
Cc1ccc(S(=O)(=O)CCC(=O)OCC(=O)N(Cc2ccccc2)C(C)C)cc1	3	9	3	6	1	1	-4	3	2
COc1ccc(Cl)cc1NC(=O)CN(C)C1CCCCC1	12	4	7	2	3	-6	3	1	2
CNc1ccccc1C(=O)OC	-2	11	-1	6	2	-1	-1	0	-3
Cc1ccc(C(=O)N2CCC(n3nccc3NC(=O)Nc3cccc(F)c3)CC2)cn1	0	1	3	5	1	-2	-1	3	1
Cc1cccnc1CCNCc1c(C(=O)N2C[C@@H](C)O[C@@H](C)C2)nc2ccc(Cl)cn12	2	-1	-6	7	0	-4	3	-6	-5
C[C@]12CCC(=O)C=C1CC[C@@H]1[C@@H]2[C@@H](O)C[C@@]2(C)[C@H]1CC[C@]2(O)C(=O)COC(=O)CCC(=O)O	2&3	1&-4	7&0	7&3	0&-2	-1&-8	-2&-8	5&-6	7&-4
NC(=O)CSc1nnnn1-c1ccc(OC(F)(F)F)cc1	3	4	3	5	-4	5	1	-2	4
CCCCCn1c(=O)[nH]c2cc(C(=O)NCCc3ccc(OC)c(OC)c3)ccc2c1=O	0	-1	2	-1	0	-4	1	-1	-9
CCCCN(CCCC)C(=O)c1ccccc1NC(=O)CN1C(=O)c2ccccc2C1=O	-4	6	-4	1	3	-2	4	-6	-7
CCOc1ccc(CC(=O)NNC(=S)NC)cc1	11	.	1	.	1	3	0	2	.
CCCCn1c(N)c(N(CCOC)C(=O)CN(C)S(=O)(=O)c2ccc(F)cc2)c(=O)[nH]c1=O	1	-1	5	9	3	5	0	2	6
COc1ccc(CN2CC(C(=O)NCCc3ccc(Cl)cc3)CC2=O)cc1 (centres undefined)	3	7	5	-1	3	1	6	3	0
O=C(CN1CCN(c2ccc(Cl)cc2)CC1)N1CCCC1	0	3	3	1	1	4	2	4	-7
CC(=O)NNC(=S)Nc1cccc(F)c1	6	.	-1	.	-3	4	4	0	.
Fc1ccccc1Nc1nc2ccccc2o1	5	-1	1	7	1	1	2	0	-4
Cn1cccc1C(=O)OCC(=O)NCCc1ccccc1	.	0	-2	3	.	2	.	.	13
CCc1ccc(CNC(=O)CCn2ccc3cc(S(=O)(=O)N4CCCC4)ccc32)cc1	-10	-1	-1	6	-4	-2	9	-2	1
CCOc1ccc(NC(=O)C2CC(=O)N(Cc3ccco3)C2)cc1 (centres undefined)	.	-1	-1	7	1	-1	-3	.	0
Cc1nc(C)c(-c2ccc(SCc3ccccc3F)nn2)s1	-5	4	2	5	-2	2	-1	-1	6
CCOC(=O)C1=C(N)OC2=C(C(=O)CCC2)C1c1ccccc1OCC (centres undefined)	1	6	-7	5	-3	-2	-9	3	-5
Cc1ccsc1CNC1C2CC3CC(C2)CC1C3 (centres undefined)	-3	1	2	9	2	-6	5	1	5
O=[N+]([O-])c1cc(NCCO)c(N2CCCCCC2)c2nonc12	1	3	7	6	5	5	-2	-1	11
COc1ccccc1CCC(=O)N(C)CC(=O)Nc1ccc(Cl)c(C(F)(F)F)c1	-6	1	3	-9	-11	-5	1	-1	-4
CCCn1nc(NC(=O)c2cccs2)c2cc3ccc(C)cc3nc21	-11	2	-4	0	-4	8	0	-5	1
CCOC(=O)CNC(=O)CSc1ccc2nnc(-c3ccc(F)cc3)n2n1	3	2	-1	9	0	-1	7	-3	2
Cc1cc(C)c(C(=O)COC(=O)c2cc([N+](=O)[O-])ccc2NCCO)cc1C	-9	2	5	-2	-13	-4	-5	-4	-9
O=C(COC(=O)c1ccc(Br)o1)NCc1cccs1	-1	4	12	6	0	1	3	-5	17
Cc1ccc(C)c(CN2C(=O)NC3(CCCCCC3)C2=O)c1	1	-1	-3	4	1	-3	4	2	1
O=C(NCc1ccc(F)cc1)C1CCN(S(=O)(=O)c2cccnc2)CC1	-5	3	2	-3	5	1	4	-3	-2
O=C(O)CC(C(=O)O)N1C(=O)/C(=C/C=C/c2ccco2)SC1=S (centres undefined)	37*	5	68*	8	-4	-4	-34	34*	22
O=C(N/N=C/c1ccc(O)cc1)c1ccc(COc2cc(Cl)ccc2Cl)o1	-4	2	7	9	-13	-1	1	5	-4
Cc1[nH]c2ccccc2c1C(=O)CN1C(=O)NC(C)(c2ccc(Cl)cc2Cl)C1=O (centres undefined)	-9	0	6	-9	-4	-4	4	-9	-9
CC[C@@H](C)C(N)c1cn([C@@H](CCC(=O)O)C(=O)N2CCNCC2)nn1 (some centres undefined)	1	4	3	6	1	0	8	0	-1
CN(C)c1ccc(/C=C(/NC(=O)c2ccccc2)C(=O)N2CCCC2)cc1	1	1	0	-11	2	1	-3	1	-6
Cc1ccc(NC(=O)CN2C(=O)N/C(=C/c3cccn3-c3ccc(C(=O)O)cc3)C2=O)cc1	37*	10	71*	24	-5	5	-10	44*	53*
CC1(C)Cc2c(sc3[nH]c(=S)n(Cc4ccco4)c(=O)c23)CO1	-4	6	3	14	0	4	-4	-2	19
Cc1ccc(N2CCN(S(=O)(=O)c3ccc4c(c3)n(C)c(=O)c(=O)n4C)CC2C)cc1 (centres undefined)	0	3	0	1	1	0	3	-2	-3
O=C(c1ccc(CS(=O)c2cccc(Cl)c2)o1)N1CCCCCC1 (centres undefined)	2	6	7	4	-6	2	0	-2	5
CCOC(=O)C1=C(C)NC2=C(C(=O)C(C(=O)OCC)C(c3ccco3)C2)C1c1ccccn1 (centres undefined)	0	8	-3	1	5	4	14	-1	-4
Clc1ccc(OCCOCCN2CCc3ccccc3C2)c(Cl)c1	9	3	6	10	1	-4	-1	0	-6
CNc1cc(Cl)nc(SC)n1	4	5	-2	4	-3	-4	-1	3	1
COc1ccc(NC(=S)N(CCN2CCOCC2)Cc2cc3cc4c(cc3[nH]c2=O)OCO4)cc1	4	.	2	.	-1	-4	1	-1	.
Continuation.
SMILES	GSTO1 counter	PAFAH1B2 inh	pPAFAH FP inh	PAFAH1B3 inh	LYPLA1 counter	PAD4 FP inh	PME-1 inh	Fam108B inh	PAFAH2 inh
Cc1cccc2cc(CN(CC3CCCO3)C(=O)c3cccs3)c(=O)[nH]c12 (centres undefined)	-1	-4	3	-5	1	-4	5	-6	12
CCOC(=O)C1=C(C)N(CCCCCC(=O)O)C(=O)NC1c1ccccc1OC(=O)c1cccs1 (centres undefined)	7	.	-2	.	1	-4	-3	-6	.
Cc1ccc(S(=O)(=O)NCCC(=O)NCC(c2ccc(F)cc2)N2CCOCC2)cc1 (centres undefined)	.	5	-4	9	-1	2	-6	.	-4
CCCSc1nsc(NC(=O)Nc2ccc(F)cc2F)n1	-24	-2	-3	-1	-10	-11	-20	-6	-4
Cc1cc(C)c(S(=O)(=O)NCC(=O)NCc2ccco2)c(C)c1	9	0	5	4	1	1	3	-3	8
CCOc1ccc(-c2nnc(SCc3nnc(-c4ccccc4)o3)n2-c2ccccc2F)cc1	-8	-1	10	-3	-1	4	7	-8	7
CCc1ccc(C(=O)Cn2ccsc2=N)cc1	-3	8	4	10	-1	0	2	3	-5
O=C1Nc2c(ccc(Cl)c2Cl)C(=O)C1(F)c1ccccc1 (centres undefined)	2	13	6	4	0	-2	1	-3	6
O=C(Nc1nc2ccc(S(=O)(=O)N3CCCCC3)cc2s1)C1CCCO1 (centres undefined)	-7	14	2	12	0	-4	-2	-4	-4
O=C(O)C1CC=C(Cl)CC1C(=O)NCC1OCCc2ccccc21 (centres undefined)	0	10	4	2	-2	-4	-7	-2	0
CC(C)(C)c1ccc(/C=C(\C#N)C(=O)NCCN2CCOCC2)cc1	6	1	11	-2	4	2	7	5	-6
CCN(CC)S(=O)(=O)c1ccc(C(=O)OC2CCCCC2CN(C)C)cc1 (centres undefined)	0	-2	-6	2	0	-1	-6	-4	2
CCOC(=O)c1c(C)nc(C)c(C(=O)OCC)c1-c1ccc(O)c(OC)c1	-1	-5	4	10	0	-4	-3	1	-1
CC(C)CC(=O)Nc1ncc([N+](=O)[O-])s1	1	9	4	-1	1	0	3	3	14
CCOC(=O)C[C@H]1c2cc(F)ccc2S(=O)(=O)N1Cc1ccc(OC)cc1	4	-1	2	-4	0	0	-1	2	7

Given with values under each structure: 2 of the compounds above
The line under a structure holds: GSTO1 counter, PAFAH1B2 inh, pPAFAH FP inh, PAFAH1B3 inh, LYPLA1 counter, PAD4 FP inh, PME-1 inh, Fam108B inh, PAFAH2 inh
- Cc1cc(C)c(S(=O)(=O)NCC(=O)NCc2ccco2)c(C)c1
  9, 0, 5, 4, 1, 1, 3, -3, 8
- CCOc1ccc(-c2nnc(SCc3nnc(-c4ccccc4)o3)n2-c2ccccc2F)cc1
  -8, -1, 10, -3, -1, 4, 7, -8, 7

Compound activity deposited in PubChem BioAssay by The Scripps Research Institute Molecular Screening Center.

This is a subset (hit frequency here may not be typical).
